Abeta yeast res: A-beta toxicity reversal in yeast; 0.063% of 410,000 active; yeast expressing A-beta42, growth rescue, OD600, 48 h; response scale: 0% DMSO, 100% iron-clioquinol control; Potency, µM (series often up to 46.1 µM), for inactives: at the highest dose growth rescue, usual class: activators; note: potency is the fitted concentration of half-maximal effect; nearly all actives have a fitted effect of over 55% in size
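Yeast A-beta toxicity model in growth medium with pinned compounds, 48 h at 30 C; growth read as absorbance at 600 nm. Normalized to FeCl3/clioquinol equimolar mix (positive) and DMSO (negative).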
aSyn yeast inh: inhibitors of alpha-synuclein toxicity in yeast; Potency, µM (doses to about 46.1 µM), for the others: top-dose growth rescue (activation), hits mostly activators; 0.14% of 370,000 active; Yeast expressing alpha-synuclein, growth rescue, BacTiter-Glo, 24 h; note: potency is the fitted concentration of half-maximal effect; % of control where 0% means no effect; nearly all actives have a fitted effect of over 65% in size
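Galactose-induced alpha-syn yeast (OD600=0.02, raffinose-pregrown) + pinned cpd, 24 hr, 30 deg C; growth by BacTiter-Glo luminescence. Growth restoration scores as activation.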
D3 antag: antagonists of human D3 dopamine receptor; D3R cells, DiscoveRx beta-arrestin luminescence, antagonist mode; hits give low values; 2.5% of 360,000 active; max response, negative = inhibition, %; P35462; in the data active = max response below about -50%; inconclusive = no clear call, values can overlap the other calls; note: % is set by controls: 0 for no effect and ±100 for the full control effect; mostly tested at two doses, the higher about 12 µM
Target sequence (P35462 whole entry, looked up): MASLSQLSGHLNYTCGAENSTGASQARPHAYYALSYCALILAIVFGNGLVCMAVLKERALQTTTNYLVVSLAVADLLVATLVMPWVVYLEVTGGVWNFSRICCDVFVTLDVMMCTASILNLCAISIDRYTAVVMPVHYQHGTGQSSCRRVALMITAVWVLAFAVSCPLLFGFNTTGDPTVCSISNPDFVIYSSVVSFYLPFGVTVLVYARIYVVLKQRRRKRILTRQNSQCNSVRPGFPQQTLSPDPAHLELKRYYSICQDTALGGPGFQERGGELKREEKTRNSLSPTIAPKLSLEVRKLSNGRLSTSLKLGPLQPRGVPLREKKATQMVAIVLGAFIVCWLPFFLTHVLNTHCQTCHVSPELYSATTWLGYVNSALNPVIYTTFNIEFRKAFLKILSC
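Cells plated overnight at 1500 cells/well, then exposed to library compounds with dopamine controls for 90 minutes at 37 degrees C. DiscoveRx reagent added for 30–60 minutes at room temperature; luminescence read, quantitative HTS format.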
EPAC2 antag: EPAC2 (human) antagonism | Q8WZA2 | EPAC2 GEF exchange of Rap1B-BODIPY-GDP, fluorescence | Potency, µM (titrated, usually from 114 µM), for the others: at the highest dose activity, negative = inhibition, most hits filed as inhibitors | 0.18% of 360,000 active | AID 720708; note: potency is the fitted concentration of half-maximal effect; % is set by controls: 0 for no effect and ±100 for the full control effect; nearly all actives have a fitted effect of over 45% in size; many of its hits are not listed in these tables
EPAC2 agonist: activates human EPAC2 exchange factor; EPAC2 activation, biochemical qHTS; response scale: 100% = 6.5 mM cAMP response; Potency, µM (series often up to 154 µM), inactives show top-dose activation, actives largely listed as activators; 0.079% of 360,000 active; note: potency is the fitted concentration of half-maximal effect; nearly all actives have a fitted effect of over 50% in size
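Compounds were titrated in qHTS against a Rap1B-BODIPY-GDP (250 nM) complex with EPAC2 (100 nM) and GDP (50 uM). BODIPY-GDP release tracked at 480/540 nm over 30 min at room temperature, normalized to 6.5 mM cAMP.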
FUS suppressor: rescues growth of FUS-expressing yeast | Potency, µM (series often up to 76.6 µM), inactives show at the highest dose growth rescue (activation), most hits filed as activators | 0.24% of 390,000 active | S. cerevisiae FUS-expressing, growth rescue, OD600, 24 h | AID 1347120;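 note: potency is the fitted concentration of half-maximal effect; plate controls were DMSO vehicle for no effect and reference control for full effect; nearly all actives have a fitted effect of over 55% in size; some results filed as inactive show a strong effect at the top dose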
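Cultures pregrown in 2.5% raffinose medium are shifted to minimal medium containing 2% galactose to express toxic FUS. Compounds are tested at several concentrations. After 24hr at 30C, growth is quantified at 600 nm absorbance.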
TDP-43 yeast inh: inhibitors of TDP-43 toxicity in yeast; Potency, µM (series often up to 46.1 µM), without a hit: at the top dose growth rescue (activation), usual class: activators; AID 652104; TDP-43 expressing yeast growth rescue, BacTiter-Glo, 24 h; 1.8% of 410,000 active; note: potency is the fitted concentration of half-maximal effect; % of control where 0% means no effect; nearly all actives have a fitted effect of over 50% in size
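Cell-based yeast growth screen: TDP-43 expression induced in galactose, inoculum OD600=0.02 after raffinose pregrowth to mid-log. Read-out BacTiter-Glo luminescence at 24 hr, 30 deg C; inhibition of toxicity seen as signal increase.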
D3 ag: activates the human D3 dopamine receptor. AID 652048. 0.58% of 410,000 active. P35462. max activation, %. D3R DiscoveRx beta-arrestin cells, luminescence, 90 min; in the data active = max activation above about 30%; note: 0% is about no effect; mostly tested at two doses, the higher about 12 µM
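Agonist-mode cell screen: cells plated at 1500/well and incubated overnight at 37 °C, then exposed to library compounds for 90 min at 37 °C. Detection reagent was added for 30–60 min at room temperature, and luminescence was read.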
The depositor's hits bear a star; ? = inconclusive; nt = not tested or not shown; [ ] = dose if it differs, or a comment. Unless noted, calls come from the whole dose curve; as a rule, active = well fitted curve in the direction sought with a large enough effect; inconclusive = small, poorly fitted or top-dose-only effect, or another doubt; inactive = no such curve, though single readings can be large; an effect the other way counts as inactive or inconclusive.

SMILES	Abeta yeast res	aSyn yeast inh	D3 antag	EPAC2 antag	EPAC2 agonist	FUS suppressor	TDP-43 yeast inh	D3 ag
CN(C)S(=O)(=O)c1cc(NC(=O)COC(=O)Cc2cccc3ccccc23)ccc1Cl	14%	2%	6	-3%	17%	30%	10%	-5
O=C(NC1CCCC1)C(c1ccncc1)N(Cc1cccs1)C(=O)c1csnn1 (stereo unspecified)	16%	0%	-15	4%	2%	34%	-9%	2
CCCC12CN3CC(CCC)(CN(C1)C3c1ccc(OCc3ccccc3)cc1)C2=O (stereo unspecified)	-13%	nt	nt	nt	nt	-2%	7%	5
CC1CCCC(NC(=O)c2cccc(S(=O)(=O)NCc3ccccc3)c2)C1C (stereo unspecified)	13%	7%	-14	-21%	1%	2%	35µM*	3
COC(=O)c1sccc1NC(=O)Nc1cccc(C)c1C	11%	0%	5	-4%	-7%	7%	?	5
CC(C)(C)CC(C)(C)NCC(O)COCCOc1ccc(Br)cc1 (stereo unspecified)	6%	4%	-5	7%	0%	nt	7%	-15
Cc1ccc(Cl)cc1N1CCN(c2ncnc3c2nc2n3CCCCC2)CC1	3%	nt	nt	nt	nt	-5%	25µM*	2
COc1ccc2cc(C(C)C(=O)OC(C)C)ccc2c1 (stereo unspecified)	-18%	-2%	-20	?	18%	-19%	4%	-3
CC(C)NC(=O)N(C)C[C@H]1Oc2c(NC(=O)c3ccc(-c4nccs4)cc3)cccc2C(=O)N([C@@H](C)CO)C[C@H]1C	0%	2%	57	-3%	10%	31%	15%	0
CCC(NC(=O)C1C2C=CC(C2)C1C(=O)O)c1ccc(C)cc1 (stereo unspecified)	-13%	4%	-7	14%	0%	-6%	6%	2
COC(=O)CC(c1ccccc1F)N1Cc2ccccc2C1=O (stereo unspecified)	-14%	-6%	-19	?	5%	-3%	-21%	-5
Cc1ccc(S(=O)(=O)N2CCOCC2)cc1C(=O)OCCOc1cccc(Cl)c1	-20%	-31%[inhibitor]	18	9%	3%	-4%	-1%	11
CN1C(=O)C2(Oc3ccccc3C3CC(c4ccccc4)=NN32)c2ccccc21 (stereo unspecified)	4%	-1%	-10	2%	15%	44%	27%	-12
COc1cc2oc(=O)cc(C)c2c(OC)c1OC	-15%	-1%	-1	-14%	5%	-5%	-3%[9.22 µM]	-11
CN(C)c1cccc(C(=O)NNC(=S)NC2CC3CCC2C3)c1 (stereo unspecified)	-18%	-10%	-23	-17%	4%	33%	18%[9.22 µM]	-33
COc1ccccc1-c1nnc(SCC(=O)Nc2ccc(N3CCOCC3)cc2)n1N	-3%	3%	4	-1%	0%	9%	-3%	5
Cc1nc2c(c(C)nn2-c2ccccc2)c(C)c1Cl	-1%	4%	33	0%	6%	-19%	27%	16
O=C(CCN1C(=O)/C(=C/c2ccccc2Cl)SC1=S)Nc1ccccn1	0%	1%	-17	3%	17%	-8%	-4%	-10
C=CCNC(=S)Nc1ccc2nc(C)c(C)nc2c1	-15%	-9%	-30	16%	5%	16%	2%	-9
Cc1cc(C)c(NC(=O)CSc2nc(=O)n(Cc3ccco3)c3c2CCC3)c(C)c1	3%	nt	nt	nt	nt	29%	?	0

For convenience, part of the list above.
SMILES	Abeta yeast res	aSyn yeast inh	D3 antag	EPAC2 antag	EPAC2 agonist	FUS suppressor	TDP-43 yeast inh	D3 ag
C=CCNC(=S)Nc1ccc2nc(C)c(C)nc2c1	-15%	-9%	-30	16%	5%	16%	2%	-9
Cc1cc(C)c(NC(=O)CSc2nc(=O)n(Cc3ccco3)c3c2CCC3)c(C)c1	3%	nt	nt	nt	nt	29%	?	0

Next section.
SMILES	Abeta yeast res	aSyn yeast inh	D3 antag	EPAC2 antag	EPAC2 agonist	FUS suppressor	TDP-43 yeast inh	D3 ag
Cn1c(Nc2ccc(F)cc2)nc2ccccc21	6%	1%	3	-9%	3%	0%	-8%[1.82 µM]	1
CCC(C)OC(=O)C1=C(C)OC23OC(N)=C(C#N)C12C(=O)c1ccccc13 (stereo unspecified)	-6%	1%	1	-8%	7%	4%	16%	1
COc1ccc(C(=O)Nc2cccc(C(=O)N3CCN(C)CC3)c2)cc1	15%	2%	8	-2%	5%	-14%	-3%	-6
c1ccc(-c2cc(-c3ccncc3)nc3ccc4ccccc4c23)cc1	-26%	1%	35	-12%	4%	9%	25%	28
CCSc1ccc([C@@H]2[C@H]3C(=O)N(C)C(=O)[C@H]3[C@]3(C(=O)OC)CCCCN23)cc1	-4%	8%	-9	4%	25%	?	-19%	-21
Cc1noc(C)c1C(=O)N1CCN(S(=O)(=O)c2ccc(F)cc2)CC1	4%	-1%	14	7%	-9%	3%	13%	-3
COc1ccc(CN2CCC(n3nccc3NC(=O)C3CC3)CC2)cc1O	-6%	0%	-9	3%	1%	nt	-25%	-7
CCCCNC(=O)c1[nH]c(C2CCNCC2)nc1-c1cccc(C(F)(F)F)c1	13%	2%	1	-3%	0%	8%	23%	-1
CCOC(=O)c1c(C)[nH]c(N=Nc2ccc(OC)cc2)c1C	17%	-11%	-5	-16%	-5%	23%	-8%	-3
O=C(CCN1CCOCC1)NNC(=S)NC(=O)c1ccc(Br)cc1	6%	-7%	-28	3%	5%	25%	4%	-8
COc1ccc(-c2cc(NC=O)c3ncc(-c4cc(OC)c(OC)c(OC)c4)n3c2)c(OC)c1	-13%	-6%	37	-8%	16%	?	22%	-2
CC(=O)Nc1cccc(NC(=O)c2ccc3c(c2)CCN3S(C)(=O)=O)c1	-2%	-5%	-10	5%	10%	-13%	2%	-2
O=C(Nc1nc2ccccc2c(=O)[nH]1)c1ccccc1SCc1ccccc1	8%	0%	2	5%	11%	-5%	-9%	7
O=C(CSCc1cnn(-c2ccccc2)c1-n1cccc1)Nc1ccc(F)cc1F	-7%	nt	nt	nt	nt	35%	?	-20
Cc1ccc2c(c1)nnn2C1CCN(S(=O)(=O)c2cccc(S(=O)(=O)N(C)C)c2)CC1	20%	0%	19	-1%	3%	?	1%	5
O=C(CSCC(=O)NC1CC1)Nc1ccc2ccccc2c1	5%	7%	?	9%	6%	nt	12%	-22
CSc1cccc(NC(=O)CN(Cc2ccc(Cl)cc2)S(C)(=O)=O)c1	-9%	5%	-6	-11%	27%	?	-7%	-11
COC(=O)c1ccccc1S(=O)(=O)N1CCC(C(=O)NCCC2=CCCCC2)CC1	23%	1%	-16	0%	0%	17%	6%	2
CCC1(c2ccccc2)NC(=O)N(CC(=O)NCCN2C(=O)S/C(=C\c3cccnc3)C2=O)C1=O (stereo unspecified)	1%	0%	-18	-2%	1%	13%	-2%	-18
O=C(NC12CC3CC(CC(C3)C1)C2)N1CCC(O)CC1	-1%[9.22 µM]	7%	33	5%	7%	-43%	10%	-3
CC(C)c1ccc(Nc2ncnc3onc(-c4ccc(F)cc4)c23)cc1	-11%	nt	nt	nt	nt	?	15%	-13
CSc1nc(C)cc(NC(N)=O)n1	5%	3%	44	-3%	5%	nt	-16%	8
COc1cc(/C=C2/C(=O)N(c3ccc(Br)cc3)N=C2C)cc(OC)c1OC	5%	0%	11	17%	6%	?	15%	-6
Cn1c(=O)c2c(nc(NCCO)n2CCc2ccccc2)n(C)c1=O	-15%	0%	-19	-3%	6%	-6%	-10%	-9
CCOC(=O)c1cnc2nc(SCc3ccccc3Cl)[nH]n2c1=O	-8%	2%	-2	-15%	-5%	-18%	0%	-7
COc1ccc(CN2CCNC(=O)C2CC(=O)NCCCC2CCCC2)c(C)c1C (stereo unspecified)	14%	5%	-8	3%	-18%	42%	-3%	-8
CCCCn1c(-c2nn(C)cc2Cl)n[nH]c1=S	10%	-6%	5	7%	24%[15.6 µM]	-10%	6%	-2
CCOc1cc(-c2noc(CCCC(N)=O)n2)cc(Br)c1OC	1%	9%	26	1%	-13%	37%	?	3
CCn1c(=O)c(=O)n(CC)c2cc(S(=O)(=O)Nc3cccc(OC)c3)ccc21	-7%	0%	17	-3%	16%	11%	-13%	-3
C/C(=N\Nc1ccc(C(=O)O)cc1)c1ccc(-n2ccnc2)cc1	-1%	11%	5	1%	14%	16%	19%	1
CC(C)CN(CC(C)C)C(=O)COc1ccccc1C(N)=O	8%	3%	22	11%	11%	-17%	0%	-1
CCCCc1ccc(NC(=S)Nc2ccc(Cl)c(S(=O)(=O)N(C)C)c2)cc1	13%	-17%	?	-17%	-6%	nt	-53%[inhibitor]	-10
Cc1ncc(CO)c(/C=N/NC(=S)Nc2ccc(Cl)c(Cl)c2)c1O	-35%[inhibitor]	-32%[inhibitor]	0	12%	8%	-16%	9%	6
CCc1ccc(NC(=O)C(NS(=O)(=O)c2ccc3c(c2)CCN3C(C)=O)C(C)C)cc1 (stereo unspecified)	nt	-8%	1	0%	5%	3%	-4%	2

Compounds listed so far that have an aryl methoxy group (eleven):
SMILES	Abeta yeast res	aSyn yeast inh	D3 antag	EPAC2 antag	EPAC2 agonist	FUS suppressor	TDP-43 yeast inh	D3 ag
COc1ccc2cc(C(C)C(=O)OC(C)C)ccc2c1 (stereo unspecified)	-18%	-2%	-20	?	18%	-19%	4%	-3
COc1cc2oc(=O)cc(C)c2c(OC)c1OC	-15%	-1%	-1	-14%	5%	-5%	-3%[9.22 µM]	-11
COc1ccccc1-c1nnc(SCC(=O)Nc2ccc(N3CCOCC3)cc2)n1N	-3%	3%	4	-1%	0%	9%	-3%	5
COc1ccc(C(=O)Nc2cccc(C(=O)N3CCN(C)CC3)c2)cc1	15%	2%	8	-2%	5%	-14%	-3%	-6
COc1ccc(CN2CCC(n3nccc3NC(=O)C3CC3)CC2)cc1O	-6%	0%	-9	3%	1%	nt	-25%	-7
CCOC(=O)c1c(C)[nH]c(N=Nc2ccc(OC)cc2)c1C	17%	-11%	-5	-16%	-5%	23%	-8%	-3
COc1ccc(-c2cc(NC=O)c3ncc(-c4cc(OC)c(OC)c(OC)c4)n3c2)c(OC)c1	-13%	-6%	37	-8%	16%	?	22%	-2
COc1cc(/C=C2/C(=O)N(c3ccc(Br)cc3)N=C2C)cc(OC)c1OC	5%	0%	11	17%	6%	?	15%	-6
COc1ccc(CN2CCNC(=O)C2CC(=O)NCCCC2CCCC2)c(C)c1C (stereo unspecified)	14%	5%	-8	3%	-18%	42%	-3%	-8
CCOc1cc(-c2noc(CCCC(N)=O)n2)cc(Br)c1OC	1%	9%	26	1%	-13%	37%	?	3
CCn1c(=O)c(=O)n(CC)c2cc(S(=O)(=O)Nc3cccc(OC)c3)ccc21	-7%	0%	17	-3%	16%	11%	-13%	-3

Bioassay records: PubChem, National Center for Advancing Translational Sciences (NCATS)

This is a subset; the hit share may differ from the screen's.
